# GALK inhibitor = galactokinase (human) inhibition; P51570; Purified GALK, Kinase-Glo residual ATP luminescence; Potency, µM (series often up to 57.5 µM), inactives show top-dose activity change, negative = inhibition, usual class: inhibitors; 0.007% of 270,000 active; further: potency means the concentration at half of the fitted maximal effect; on the % scale 0 is the no-effect control and ±100 the full control effect
# Target sequence (P51570 whole entry, looked up): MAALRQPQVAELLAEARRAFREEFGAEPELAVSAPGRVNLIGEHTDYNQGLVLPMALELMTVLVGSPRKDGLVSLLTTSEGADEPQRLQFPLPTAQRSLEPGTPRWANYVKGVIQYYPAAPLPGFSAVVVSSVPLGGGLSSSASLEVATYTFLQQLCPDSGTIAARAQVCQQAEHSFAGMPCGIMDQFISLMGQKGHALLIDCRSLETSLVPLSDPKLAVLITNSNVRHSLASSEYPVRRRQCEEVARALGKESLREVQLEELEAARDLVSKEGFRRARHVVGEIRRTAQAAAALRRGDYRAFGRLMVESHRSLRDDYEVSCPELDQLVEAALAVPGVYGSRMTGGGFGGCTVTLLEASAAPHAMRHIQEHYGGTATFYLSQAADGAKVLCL
#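 The enzyme phosphorylates galactose (100 uM) using ATP (35 uM); inhibition is detected as higher residual ATP, quantified by bioluminescence after 1 h reaction at room temperature, pH 8.0.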
# AT treatment = candidate therapy for ataxia-telangiectasia | […] A-T fibroblasts, KAP-1 phosphorylation AlphaLISA; neocarzinostatin DNA damage 30 min before lysis | Potency, µM (highest dose often 57.5 µM), inactives show at the top dose activation, hits mostly activators | 0.19% of 320,000 active | AID 485349; further: potency means the concentration at half of the fitted maximal effect; % of control where 0% means no effect; nearly all actives have a fitted effect of over 45% in size
#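 hTERT-immortalized A-T patient fibroblasts ([…]), 500 cells/well in OPTI-MEM, 1% FBS, got compounds for 60 min, then NCS for 30 min at 37C. Lysates were then assayed for phospho-KAP-1 by AlphaLISA (anti-pKAP1 donor, anti-KAP1 acceptor beads), 6 hr at 25C.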
# hERG WT inh = blocks the wildtype human KCNH2 potassium channel; Q12809; U2OS, BacMam KCNH2, thallium flux FluxOr; hits give low values; activity change, % at 1.84 µM; 0.37% of 340,000 active;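 active means maximum activity change below -70%; inconclusive means maximum activity change between -70% and -50%; inactive means maximum activity change above -50%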; further: on the % scale 0 is the no-effect control and ±100 the full control effect
#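 U2OS cells were transduced with wild-type KCNH2 virus (2.03 x 10^8 / mL) for 4 h at room temperature, then cultured overnight at 37 C. Thallium flux was read with FluxOr dye. Rate constants were normalized to DMSO controls.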
# MBNL1 CUG block = inhibitors of human MBNL1 binding to CUG repeat RNA | Q9NR56 | TR-FRET MBNL1-His/biotin-(CUG)12 binding, 665/545 ratio | Potency, µM (doses to about 57.5 µM), for inactives: top-dose activity change, negative = inhibition, most hits filed as inhibitors | 0.036% of 280,000 active | AID 2675; active means well fitted inhibition curve with a large enough effect in the signal ratio, with a control signal flat, not every such curve was filed as active; inconclusive means small, poorly fitted or top-dose-only effect, or effect the other way, or a change in a side signal; inactive means no such curve, though single readings can be large or run the other way; the % refers to the signal ratio; further: potency means the concentration at half of the fitted maximal effect; on the % scale 0 is the no-effect control and ±100 the full control effect
# Target sequence (Q9NR56 whole entry, looked up): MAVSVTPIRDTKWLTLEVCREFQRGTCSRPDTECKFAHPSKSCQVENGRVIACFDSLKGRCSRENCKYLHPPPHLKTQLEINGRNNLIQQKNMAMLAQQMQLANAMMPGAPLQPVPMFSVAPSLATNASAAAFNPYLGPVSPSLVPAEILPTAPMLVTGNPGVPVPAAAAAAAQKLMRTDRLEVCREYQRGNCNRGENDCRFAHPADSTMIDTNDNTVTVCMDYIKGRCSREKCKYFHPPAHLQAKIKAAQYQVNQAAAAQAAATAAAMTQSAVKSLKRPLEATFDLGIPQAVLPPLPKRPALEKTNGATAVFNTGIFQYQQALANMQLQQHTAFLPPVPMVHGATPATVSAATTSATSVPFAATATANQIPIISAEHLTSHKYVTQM
#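 TR-FRET between His-tagged MBNL1 and biotin-(CUG)12 RNA, detected with Tb anti-His antibody (0.055 ng/ul) and streptavidin-XL665 (5 nM), 60 min at room temperature. Compounds titrated 92 nM to 58 uM; 665/545 nm ratio normalized to buffer and complex controls.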
# FBPA coupling cs = counter-screen for Giardia aldolase inhibitors: coupling enzyme system; 0.67% of 290,000 active; coupling enzyme system counterscreen, AmpLite Red fluorescence; activity change, negative = inhibition, % at 58.2 µM, hits read low; in the data active means activity change below about -30%; further: on the % scale 0 is the no-effect control and ±100 the full control effect
#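 Final compound at 57.5 uM, incubated 10 min at RT with coupling enzyme reagent (glyceraldehyde-3-phosphate), then 20 min with substrate and AmpLite Red detection. Fluorescence read at 525/598 nm; tests interference with the coupling assay, not aldolase inhibition.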
# a7 integrin act = activators of alpha7 integrin expression for muscular dystrophy | AID 624291 | 0.064% of 350,000 active | Potency, µM (top dose mostly 38.3 µM), without a hit: at the highest dose activation, usual class: activators | alpha7betagal myoblasts, beta-gal FDG fluorescence, 48 h;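 further: potency means the concentration at half of the fitted maximal effect; 100% = response of the positive control SU9516; nearly all actives have a fitted effect of over 60% in size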
#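 Alpha7betagal+/- myoblasts (passage 13) were plated 16-24 hr, then exposed to compounds (1:260 dilution of DMSO stock) for 48 hours at 37C. After MPER lysis, β-galactosidase reporter activity was read as FDG fluorescence (ex 480/em 540) after 30 minutes.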
# KCNH2 3.1 block = inhibitors of human KCNH2 3.1 potassium channel isoform; U2OS KCNH2 3.1, thallium flux FluxOr; hits give low values; activity change, % (tested at about 1.8 µM); 0.95% of 340,000 active; AID 720553;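 active means maximum activity change below -70%; inconclusive means maximum activity change from -70% to -50%; inactive means maximum activity change above -50%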;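 further: thallium influx rate constant from kinetic fluorescence after stimulation buffer; on the % scale 0 is the no-effect control and ±100 the full control effect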
#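 Thallium flux read-out: FluxOr dye with Red40 quencher in HBSS/HEPES, 45 min at RT. Rate constants from kinetic reads were normalized to positive and negative DMSO controls. Cells: U2OS virally expressing the 3.1 isoform.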
# MLL CXXC-DNA inh = blocks binding of human MLL CXXC domain to DNA. Potency, µM (doses to about 115 µM), without a hit: at the top dose activity change, negative = inhibition, most hits filed as inhibitors. Q03164. 0.037% of 290,000 active. MLL-CXXC / FITC-HOXA9 DNA fluorescence polarization; active means well fitted inhibition curve with a large enough effect in the polarisation, with a control signal flat, not every such curve was filed as active; inconclusive means small, poorly fitted or top-dose-only effect, or effect the other way, or a change in a side signal; inactive means no such curve, though single readings can be large or run the other way; the % refers to the polarisation; further: potency means the concentration at half of the fitted maximal effect
#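 Fluorescence polarization: 7 uM MLL-CXXC (stock) preincubated 5 min with compounds, then 50 nM fluorescein-HOX-A9 DNA (stock) added; 30 min ambient. Buffer 50 mM Tris-HCl pH 7.5, 50 mM NaCl, 1 mM DTT, 0.05% BSA.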
# ASM inhibitor = human S-ASM enzyme inhibition. P17405. placental ASM, HMU-PC fluorogenic substrate, 60 min. AID 504937. Potency, µM (top dose mostly 57.5 µM), inactives show top-dose activity change, negative = inhibition, usual class: inhibitors. 0.006% of 340,000 active; further: potency means the concentration at half of the fitted maximal effect
#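 Human placenta-derived ASM preincubated with compound 10 min at room temperature, then reacted with 9 uM (final) fluorogenic HMU-PC substrate for 60 min at 37 C. Stop solution raises pH to 10; fluorescence read at Ex 386/Em 447 nm.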
# TRPV1 ag = activates the human vanilloid receptor TRPV1; activation, % at 8.33 µM; 0.19% of 320,000 active; TRPV1-expressing cells, Fluo-8 calcium influx, agonist mode; in the data active means activation above about 80%; inconclusive means between about 30% and that limit; further: 0% is about no effect
#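 Fluo-8 calcium influx in TRPV1-expressing cells, kinetic read (ex 480/em 520 nm). Compound added and read 3 min for agonist activity, followed by capsaicin at EC20 final and 2 min further read for enhancement.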
# Active calls of the source: *; i = inactive; ? = inconclusive; · = not tested or not shown; [ ] = dose if it differs, or a comment. Unless noted, the call rests on the fitted dose curve; in most records, active means well fitted curve in the direction sought with a large enough effect; inconclusive means small, poorly fitted or top-dose-only effect, or another doubt; inactive means no such curve, though single readings can be large; an effect the other way counts as inactive or inconclusive. Not a hit list; any-hit rate near 2%.
SMILES,GALK inhibitor,AT treatment,hERG WT inh,MBNL1 CUG block,FBPA coupling cs,a7 integrin act,KCNH2 3.1 block,MLL CXXC-DNA inh,ASM inhibitor,TRPV1 ag
O=c1[nH]c(CSc2nc3ccccc3o2)nc2c1cnn2-c1ccccc1,3%,0%,-3,-2%,2,4%,-7,13%,2%,0
COc1cccc(CC(=O)Nc2ccc(N3CCOCC3)c(S(=O)(=O)Nc3ccccc3OC)c2)c1,·,·,0,·,·,?,-4,·,-1%,·
Cc1ccccc1CN1C(=O)c2ccccc2S(=O)c2ccc(C(=O)NCCCN3CCOCC3)cc21 (stereo not drawn),6%,6%,9,-4%,6,-7%,-5,19%,4%,-10
C=CCn1c(SCC(=O)Nc2cc(C)on2)nnc1-c1ccccc1OC,·,7%,-1,·,·,11%,-5,·,-2%,·
CN(C)/C=C1\N=C(c2ccccc2)OC1=O,-1%,-4%,-10,·,0,4%,·,7%,0%,18
CC(OC(=O)CNC(=O)C12CC3CC(CC(C3)C1)C2)C(=O)Nc1ccc(S(N)(=O)=O)cc1 (stereo not drawn),15%,-1%,3,-3%,3,6%,-1,15%,0%,3
CCN(C[C@H]1N[C@@](Cc2ccccc2)(C(=O)OC)[C@H]2C(=O)N(Cc3ccccc3)C(=O)[C@@H]12)S(=O)(=O)c1ccc(C(F)(F)F)cc1,·,21%,-8,·,·,-10%,-13,·,-3%,·
C[C@@H](C[C@@H](O)[C@H](O)C(C)(C)O)[C@@H]1CC[C@]2(C)C3=CC[C@H]4C(C)(C)C(=O)CC[C@]4(C)[C@H]3CC[C@@]12C,·,?,-9,0%,2,0%,-4,0%,-7%,-1
CN(C)S(=O)(=O)N(CC(=O)NCCSCc1ccccc1)c1ccccc1,-2%,1%,17,1%,-2,1%,-16,0%,-1%,7
CN(CC(=O)Nc1ccc(F)c(F)c1F)C(=O)/C=C/c1ccc(Cl)cc1,-2%,-5%,-4,-10%,0,25%,-7,-2%,3%,27
CN(C(=O)c1ccccc1OC1CCN(S(C)(=O)=O)CC1)C1CCOC1 (stereo not drawn),5%,-6%,-2,-11%,0,7%,4,2%,-1%,-1
COc1ccccc1Nc1nc(Cl)nc(Nc2ccccc2OC)n1,0%,-6%,-1,5%,-3,-3%,-13,43%[activator],-2%,10
Cc1ccccc1-n1nc(C)c2cc(C(=O)N3CCN(S(=O)(=O)c4ccccc4)CC3)sc21,-2%,2%,-3,3%,0,2%,15,4%,1%,7
O=C1CCCC(=O)N1c1ccc(N2CCN(c3ccc([N+](=O)[O-])cc3)CC2)c([N+](=O)[O-])c1,2%,-1%,·,?,0,·,·,6%,·,-3
CN1CCN(C(=O)CCCOc2cc(=O)n(C)c3ccccc23)CC1,0%,0%,2,0%,0,-18%,-10,2%,4%,-1
COc1ccc(CN2C(=O)N(c3ccc(OC)cc3)C(=O)C2CC(=O)Nc2ccccc2)cc1 (stereo not drawn),-1%,4%,5,4%,1,-18%,2,11%,-27%,6
COc1ccc(OC)c2c(C)cc(NCCN3CCOCC3)nc12,9%,-31%[inhibitor],-2,8%,-30*,-25%,9,3%,42%[activator],2
COc1cccc(C2CC(c3cccs3)Nc3ncnn32)c1 (stereo not drawn),0%,8%,9,-6%,-3,-1%,-12,-8%,4%,-9
CSCCC1COC(c2cccs2)=N1 (stereo not drawn),1%,1%,3,4%,2,-2%,-17,7%,3%,2
OCc1nc2ccccc2n1CC(O)Cn1ccc2ccccc21 (stereo not drawn),1%,-6%,1,-3%,2,-47%[inhibitor],0,-3%,-6%,-1
Cc1ccc2[nH]c(=O)c(CN(C)C(=O)c3cccs3)cc2c1,3%,4%,3,-3%,1,7%,8,4%,7%,1
CCCCOc1ccc(C(=O)NCC(=O)NC2CCCCC2)cc1,·,3%,13,·,·,12%,13,·,2%,7
O=C(CN1C(=O)NC2(CCCC2)C1=O)OCCOc1ccccc1Cl,·,2%,-12,·,·,23%,-11,·,-3%,-2
Cc1cc(OC(C)C(=O)NCC(O)c2ccccc2)c2c(C)cc(=O)oc2c1 (stereo not drawn),5%,-3%,-6,3%,5,-4%,-7,10%,0%,1
Cc1cc(COc2ccccc2OCc2cc(C)no2)on1,1%,16%,-5,-9%,1,-3%,1,3%,4%,-5
CC(C)N1CN=C(Nc2nc3ccccc3o2)NC1,-1%,1%,-2,·,3,0%,3,-8%,1%,-1
COc1ccc(C(=O)N(C)c2c(C)n(C)n(-c3ccccc3)c2=O)cc1OC,9%,-3%,4,·,2,0%,-13,13%,5%,-8
O=C(Nc1cc(C(F)(F)F)ccc1N1CCOCC1)c1ccccc1,0%,4%,2,-10%,-1,-17%,-3,3%,-1%,?
CCCSc1nc2cc(C)c(C)cc2n1CC(C)O (stereo not drawn),11%,-1%,2,-7%,0,-7%,-7,3%,3%,25
CC(C)(C)n1nc2c(c1NC(=O)C1CC(=O)N(c3ccc(Cl)cc3)C1)CS(=O)(=O)C2 (stereo not drawn),-1%,?,10,3%,3,7%,5,-11%,-2%,6
Cc1ccc(S(=O)(=O)N2CCCC(C(=O)NCCc3ccc(S(N)(=O)=O)cc3)C2)cc1 (stereo not drawn),1%,-4%,28,-3%,3,-15%,-21,41%[activator],1%,5
COc1ccccc1C(=O)C1CCCN(C(=O)CSc2ccccn2)C1 (stereo not drawn),2%,3%,-2,7%,2,9%,7,6%,-3%,2
CCNc1nc(N2CCOCC2)nc(N(c2ccccc2)c2ccccc2)n1,-3%,1%,-11,-1%,1,20%,-3,15%,3%,-5
Cc1noc(C)c1S(=O)(=O)Nc1ccc2c(c1)C(=O)N([C@H](C)CO)C[C@H](C)[C@@H](CN(C)C(=O)Nc1ccc(C(F)(F)F)cc1)O2,·,10%,3,·,·,6%,-1,·,-15%,·
CCn1c(=O)c(=O)n(CC)c2cc(S(=O)(=O)Nc3ccc(C)cc3)ccc21,0%,-6%,-1,-9%,5,?,3,0%,7%,1
CCCCn1c(N)c(N(Cc2ccccc2)C(=O)COc2ccccc2F)c(=O)[nH]c1=O,·,-2%,3,·,·,4%,-2,·,·,1
CC(=O)Nc1ccc(NC(=O)CSc2nc3ccccc3c(=O)n2CCCN2CCOCC2)cc1,·,8%,-3,·,·,7%,-7,·,-1%,·
CCCN1C(=O)COc2ccc(-c3n[nH]c(=O)c4ccccc34)cc21,0%,-3%,i,2%,-1,?,9,-10%,-1%,-4
Cc1cc(S(=O)(=O)N2CCC3(CC2)OCCO3)c(C)cc1Cl,2%,2%,0,-1%,·,0%,·,-17%,5%,13
O=C(NC1CCCCC1)c1ccc(S(=O)(=O)N2CCCC2)cc1,-1%,·,-1,18%,2,-23%,-7,-5%,1%,3
COc1ccc(/C=C2\SC(=S)N(CC(=O)OCC(=O)Nc3ccc([N+](=O)[O-])cc3OC)C2=O)cc1,3%,-1%,-24,15%,-3,3%,15,-3%,-5%,-1
N/N=C1\CCCc2c1[nH]c1ccc([N+](=O)[O-])cc21,0%,-1%,-1,6%,-1,-8%,4,-5%,2%,-2
Cc1ccc(/C=N/NC(=O)c2nnn(-c3nonc3N)c2CSc2ccc(Cl)cc2)cc1,-3%,0%,4,-6%,5,25%,-29,-6%,-1%,2
COc1cccc(C(=O)Nc2ccc3c(c2)n(C)c(=O)n3C)c1,-1%,4%,0,-4%,-3,24%,11,-3%,-4%,6
COc1ccc(N=C2SC(C(=O)Nc3ccc(F)cc3)CC(=O)N2C)cc1 (stereo not drawn),1%,3%,-3,-6%,-1,0%,-18,-3%,-14%,-5
CC1=NN(C(=O)c2csc(C)c2)C(O)(C(F)(F)F)C1 (stereo not drawn),6%,9%,-1,-3%,-1,2%,-1,-7%,-2%,3
CC(C)(C)C(=O)NC(=S)N1CCCC1,0%,8%,12,?,5,8%,-7,-9%,6%,-2
CC(=O)C1=C(Nc2ccccc2)CC(C)(O)C(C(C)=O)C1c1ccccc1 (stereo not drawn),-1%,-2%,-3,·,1,13%,-8,-10%,-1%,19

# Structural class: those above with a nitro group on carbon.
SMILES,GALK inhibitor,AT treatment,hERG WT inh,MBNL1 CUG block,FBPA coupling cs,a7 integrin act,KCNH2 3.1 block,MLL CXXC-DNA inh,ASM inhibitor,TRPV1 ag
O=C1CCCC(=O)N1c1ccc(N2CCN(c3ccc([N+](=O)[O-])cc3)CC2)c([N+](=O)[O-])c1,2%,-1%,·,?,0,·,·,6%,·,-3
COc1ccc(/C=C2\SC(=S)N(CC(=O)OCC(=O)Nc3ccc([N+](=O)[O-])cc3OC)C2=O)cc1,3%,-1%,-24,15%,-3,3%,15,-3%,-5%,-1
N/N=C1\CCCc2c1[nH]c1ccc([N+](=O)[O-])cc21,0%,-1%,-1,6%,-1,-8%,4,-5%,2%,-2

# Bioassay records (PubChem BioAssay)
